Screens deposited in PubChem by National Center for Advancing Translational Sciences (NCATS).
PI4K2A inh – inhibitors of human PI4K2A; Q9BTU6; purified PI4K2A, ADP-Glo luminescence, 1 h; stronger effect = lower value; activity change, negative = inhibition, % at 76.9 µM; hit rate 0.13% among 420,000; AID 1346378; in the data active means activity change below about -50%; inconclusive means mostly about -30% to -49%;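 further: -100% = wells without enzyme as full effect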
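ADP-Glo luminescence measured ADP generated by PI4K2A enzyme (4 ug/mL before mixing) with 1.2 mM PI substrate (pre-mix) and 300 microM ATP (pre-mix). Tris pH7.5 buffer with MgCl2, Triton X-100; 1 h reaction at ambient temperature.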
BAZ2B inh – inhibitors of human BAZ2B bromodomain. Potency, µM (series often up to 114 µM), inactives show top-dose activity change, negative = inhibition, most hits filed as inhibitors. Q9UIF8. hit rate 4.4% among 360,000. AID 504333. AlphaScreen BAZ2B-H3K14Ac peptide displacement; further: potency means the concentration at half of the fitted maximal effect; on the % scale 0 is the no-effect control and ±100 the full control effect; nearly all actives have a fitted effect of over 60% in size
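AlphaScreen displacement: compounds (up to 110uM) incubated 30 min at room temperature with a preformed 50 nM BAZ2B/50 nM biotinylated H3K14Ac peptide complex in PBS pH 7.4 with Tween-20. Donor and acceptor beads at 10 ug/mL final added, 20 min light-protected before reading.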
G9a block – G9a (human) methyltransferase inhibition. AID 504332. Potency, µM (highest dose often 102 µM), inactives show at the highest dose activity, negative = inhibition, hits mostly inhibitors. hit rate 8.8% among 350,000. G9a H3K9 monomethylation, AlphaScreen, 2 h. Q96KQ7; further: potency means the concentration at half of the fitted maximal effect; on the % scale 0 is the no-effect control and ±100 the full control effect; nearly all actives have a fitted effect of over 75% in size
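G9a (20 nM) preincubated 15 min RT with compounds, then 500 nM biotinylated H3K9 peptide and 20 uM SAM added; 2 h RT reaction. Monomethyl-H3K9 product detected by AlphaScreen with anti-H3K9me1 antibody, streptavidin donor and anti-rabbit IgG acceptor beads.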
ERG Ets-DNA blk – inhibitors of human ERG Ets domain-DNA interaction | P11308 | fluorescence polarization, His-ERG Ets domain / labelled DNA | Potency, µM (series often up to 76.9 µM), for inactives: at the highest dose FP activity, negative = inhibition, most hits filed as inhibitors | hit rate 0.028% among 370,000; active means well fitted inhibition curve with a large enough effect in the polarisation, with a control signal flat; inconclusive means small, poorly fitted or top-dose-only effect, or effect the other way, or a change in a side signal; inactive means no such curve, though single readings can be large or run the other way; the % refers to the polarisation;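 further: polarization taken with two DNA probes labelled with fluorescein and Texas red; potency means the concentration at half of the fitted maximal effect; % of control where 0% means no effect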
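His-tagged ERG Ets domain (1 uM in the protein solution; 300mM KCl, 50mM Tris-HCl, 1mM EDTA, 1mM DTT, pH 7.5) received compound, then a probe mix of 5 nM fluorescein-DNA and 100nM Texas-615-DNA. Fluorescence polarization was read for both dyes.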
PGK inhibitor – blocks T. brucei phosphoglycerate kinase; PGK/GAPDH coupled, Kinase-Glo luminescence, 60 min; Potency, µM (series often up to 57.5 µM), for the others: at the top dose activity change, negative = inhibition, hits mostly inhibitors; hit rate 0.043% among 380,000; AID 602233; further: potency means the concentration at half of the fitted maximal effect; on the % scale 0 is the no-effect control and ±100 the full control effect; nearly all actives have a fitted effect of over 60% in size
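Luminescent ATP detection (Kinase-Glo Plus) follows a 60-minute room-temperature incubation, with wells lacking PGK as controls. Buffer: 100 mM TEA (pH 7.6), 5 mM MgCl2, 0.01% Tween-20. Coupling enzyme GAPDH (100 nM final) supplies unstable 1,3-BPG in-well.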
HP1b binding inh – inhibitors of HP1-beta chromodomain binding to methylated histone tails | AlphaScreen HP1-beta / biotin-H3K9me3 peptide binding | Potency, µM (titrated, usually from 114 µM), inactives show at the top dose activity change, negative = inhibition, usual class: inhibitors | hit rate 0.56% among 390,000 | AID 540317; further: potency means the concentration at half of the fitted maximal effect; nearly all actives have a fitted effect of over 70% in size; inactives centre near 23
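AlphaScreen: HP1-beta (50 nM) preformed 30 min with biotin-H3(1-18)K9me3 peptide (50 nM) in PBS pH 7.4, 0.01% Tween-20. Compound added for 30 min at RT, then streptavidin donor/nickel chelate acceptor beads (10 ug/mL) for 30 min.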
JMJD2A Tudor – blocks the human JMJD2A Tudor domain | O75164 | AlphaScreen JMJD2A-Tudor / H3K4me3 peptide binding | Potency, µM (titrated, usually from 114 µM), for the others: at the top dose activity change, negative = inhibition, most hits filed as inhibitors | hit rate 4.4% among 390,000; further: potency means the concentration at half of the fitted maximal effect; on the % scale 0 is the no-effect control and ±100 the full control effect; nearly all actives have a fitted effect of over 50% in size
Target sequence (O75164 whole entry, looked up, the tested form may be a part): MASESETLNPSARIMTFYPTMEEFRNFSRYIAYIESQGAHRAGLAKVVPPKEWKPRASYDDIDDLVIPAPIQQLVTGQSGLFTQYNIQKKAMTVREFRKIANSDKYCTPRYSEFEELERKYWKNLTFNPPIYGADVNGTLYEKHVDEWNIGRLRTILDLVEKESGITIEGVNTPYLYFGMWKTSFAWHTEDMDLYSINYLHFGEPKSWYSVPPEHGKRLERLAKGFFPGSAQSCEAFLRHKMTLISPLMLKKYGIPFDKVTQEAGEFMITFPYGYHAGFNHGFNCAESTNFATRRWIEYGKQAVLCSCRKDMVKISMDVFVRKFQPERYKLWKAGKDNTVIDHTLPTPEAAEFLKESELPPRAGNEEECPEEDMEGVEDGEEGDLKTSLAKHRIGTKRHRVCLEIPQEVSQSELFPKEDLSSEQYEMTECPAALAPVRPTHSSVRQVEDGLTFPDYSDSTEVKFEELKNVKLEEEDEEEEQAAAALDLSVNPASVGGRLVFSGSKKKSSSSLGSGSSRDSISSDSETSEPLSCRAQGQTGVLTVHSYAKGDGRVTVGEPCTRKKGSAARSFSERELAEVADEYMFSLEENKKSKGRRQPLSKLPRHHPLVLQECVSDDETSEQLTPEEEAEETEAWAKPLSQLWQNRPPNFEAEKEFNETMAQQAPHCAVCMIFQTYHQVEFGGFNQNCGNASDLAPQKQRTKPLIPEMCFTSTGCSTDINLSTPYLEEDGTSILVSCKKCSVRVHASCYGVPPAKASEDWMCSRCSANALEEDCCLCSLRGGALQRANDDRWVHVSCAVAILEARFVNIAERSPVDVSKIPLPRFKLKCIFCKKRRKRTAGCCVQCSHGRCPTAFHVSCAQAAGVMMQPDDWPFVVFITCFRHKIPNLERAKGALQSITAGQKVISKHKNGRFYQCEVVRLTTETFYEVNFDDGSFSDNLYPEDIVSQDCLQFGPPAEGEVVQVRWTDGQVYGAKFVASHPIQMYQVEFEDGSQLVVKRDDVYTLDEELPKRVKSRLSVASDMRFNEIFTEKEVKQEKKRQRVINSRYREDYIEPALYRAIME
GLS inh – glutaminase GLS (human) inhibition | GLS enzymatic activity, qHTS titration | Potency, µM (top dose mostly 45.5 µM), for the others: at the highest dose activity change, negative = inhibition, most hits filed as inhibitors | hit rate 0.21% among 410,000; further: potency means the concentration at half of the fitted maximal effect; on the % scale 0 is the no-effect control and ±100 the full control effect
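Read-out is an Amplex red fluorescence increase coupled through glutamate oxidase and HRP, measured before and after 30 min room-temperature incubation. hKGA is in 45 mM KH2PO4 (pH 8.2) with 0.02% Tween-20; glutamine added as 1mM solution.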
Pin1 inh – human Pin1 inhibition; Pin1 FP peptide displacement, HiFluor488, 10 min; Potency, µM (series often up to 115 µM), for the others: at the top dose activity, negative = inhibition, actives largely listed as inhibitors; hit rate 0.009% among 390,000; AID 504891; active means well fitted inhibition curve with a large enough effect in the polarisation, with a control signal flat, not every such curve was filed as active; inconclusive means small, poorly fitted or top-dose-only effect, or effect the other way, or a change in a side signal; inactive means no such curve, though single readings can be large or run the other way; the % refers to the polarisation; further: potency means the concentration at half of the fitted maximal effect; on the % scale 0 is the no-effect control and ±100 the full control effect
Numbers without * were called inactive; i = inactive; ? = inconclusive; / = not tested or not shown; & = joins results of further samples; [ ] = remark or other dose. Unless noted, the call rests on the fitted dose curve; in most records, active means well fitted curve in the direction sought with a large enough effect; inconclusive means small, poorly fitted or top-dose-only effect, or another doubt; inactive means no such curve, though single readings can be large; an effect the other way counts as inactive or inconclusive.

SMILES | PI4K2A inh | BAZ2B inh | G9a block | ERG Ets-DNA blk | PGK inhibitor | HP1b binding inh | JMJD2A Tudor | GLS inh | Pin1 inh
Cc1ccc(C)c(S(=O)(=O)N2CCN(C(=O)CCc3nc4ccccc4c(=O)[nH]3)CC2)c1 | -3 | 15% | ? | 10% | i | 14% | -8% | -3% | 23%
C=CCCC(=O)Nc1nc(C)c(-c2csc(Nc3ccccc3OC)n2)s1 | -3 | ? | 25µM* | -5% | -8% | -9% | ? | 6% | 29%
CCOc1ccc2[nH]c(C)c(CN3CCN(CC)CC3)c(=O)c2c1 | 0 | 35%[activator] | -15% | 1% | -8% | 25% | -2% | 4% | 1%
N#Cc1ncc(Cc2ccccc2)nc1C#N | -4 | ? | 50µM* | 11% | -4% | 13% | -33% | -3% | 7%
Cc1ccc(S(=O)(=O)Oc2ccccc2N2C(=O)C3C4CCC(C4)C3C2=O)cc1 (stereo unspecified) | -3 | -30% | 2%[59 µM] | -2% | -1% | -7% | -1% | 0% | 13%
CCN1C(=O)CC(C(=O)O)SC1=Nc1ccc(OC)cc1 (stereo unspecified) | -2 | 1% | 13%[59 µM] | -6% | -4% | 6% | -13% | -5% | 14%
CSc1nc(NS(=O)(=O)c2cc(Br)ccc2Br)cc(=O)[nH]1 | 3 | -5% | 56µM* | 3% | -8% | -16% | -21% | 6% | -9%
COc1cc(CC(=O)Nc2cc(S(=O)(=O)N3CCOCC3)ccc2N2CCCC2)cc(OC)c1OC | -3 | / | / | 16% | 0% | 22% | -4% | 19% | 1%
C=CCn1c(Cc2ccccc2)nnc1SCc1nc2ccccc2c(=O)[nH]1 | 6 | 3% | 50µM* | 8% | i | 55%[activator] | -4% | -1% | 1%
Cn1cccc1Cc1nnc(SCC(N)=O)n1-c1ccc(F)cc1 | 2 | -6% | 89µM* | -6% | -6% | 41%[activator] | -13% | 4% | -2%
Cc1c(Br)c([N+](=O)[O-])nn1CC(=O)NCc1ccccn1 | 7 | -12% | -5%[12.7 µM] | -4% | i | 22% | 1% | -1% | -6%
CCOC(=O)N1CCN(C(=O)Cc2ccccc2[N+](=O)[O-])CC1 | -1 | -18% | 25% | 4% | -6% | 17% | -13% | 3% | -1%
O=C(Cn1c(=O)cnc2ccccc21)N1CCCc2ccccc21 | 3 | -1% | ? | 16% | -2% | 1% | -26% | -10% | -2%
CC(=O)N(/N=C1/C(=O)Nc2ccccc21)c1ccccc1 | -4 | -37% | 14µM* | -1% | 1% | ? | ? | -5% | 11%
CC(C)CC(=O)NC(c1cccs1)c1ccc2cccnc2c1O (stereo unspecified) | 2 | 0% | 10% | 7% | 2% | 27% | 50µM* | -5% | 2%
C=CCn1c(Cc2nc3ccc(Cl)cc3[nH]2)n[nH]c1=S | -5 | ? | ? | 3% | -1% | 6% | ? | -6% | /
COC(=O)c1sc2cccc(F)c2c1S(=O)(=O)N1CCN(c2cccc(OC)c2)CC1 | -1 | -29% | 0%[59 µM] | -2% | 1% | 16% | -27% | 3% | 4%
O=C(Cc1ccccc1)NCC(=O)N/N=C/c1ccc(C(=O)O)cc1 | -2 | -15% | / | 2% | -9% | 45%[activator] | 7% | -4% | -5%
CC1CCCCN1c1nc(-c2ccncc2)nc2ccccc12 (stereo unspecified) | 5 | -1% | -39% | -7% | -7% | 4% | -14%[11.4 µM] | -17% | ?
CN(C(=O)Nc1ccccc1)n1cnc2ccccc2c1=O | 0 | -5% | / | -11% | -7% | 20% | 10% | -7% | -2%
O=C(O)c1ccc(-c2nc(-c3ccccc3)c(-c3ccccc3)[nH]2)cc1 | 1 | ? | -2%[59 µM] | -2% | -5% | 40µM* | 79µM* | -11% | -18%
CN1c2ccccc2C(O)=C(C(=S)Nc2ccccc2)S1(=O)=O | 1 | -29% | ? | 7% | -4% | -8% | ? | 59%[activator] | ?
COc1ccccc1NS(=O)(=O)c1cccc(C(=O)N/N=C/c2ccccc2OCC(=O)O)c1 | 0 | -33% | ? | -1% | -9% | 13% | -13% | 10% | -6%
O=C(CSc1nc2ccccc2c(=O)n1CCC(=O)N1CCCCC1)NCc1ccccc1 | -5 | -6% | ? | 3% | -6% | 8% | -19% | -11% | -1%
COC(=O)c1sc(N2C(=O)C(=O)/C(=C(/O)c3ccc(C)cc3)C2c2ccco2)nc1C (stereo unspecified) | -1 | -31% | ? | 23% | 5% | -15% | 63µM* | -22% | 0%
Cc1ccc(Nc2cc(C)nc(-c3ccccc3)n2)cc1 | -2 | 6% | 23% | -3% | 2% | 40%[activator] | 16% | 10% | 0%
Cn1c(Nc2ccc(F)cc2)nc2ccccc21 | 9 | -3% | / | -1% | 7% | 40%[activator] | 0% | -4% | -3%
COc1cc(NC(=O)C2=CC(c3ccco3)=NS(=O)(=O)N2C)cc(OC)c1OC | 1&-2 | -28%&-5% | -2% | -5%&0% | -3%&-8% | 1%&36% | -30%&-7% | -13%&-4% | ?
COc1ccc(C(=O)Nc2nc(-c3cccs3)c(NC(C)=O)s2)cc1 | 11 | -5% | -6%[59 µM] | 6% | 4% | 16% | -2% | 13% | -5%
COc1ccc(Cn2nc(C)n(N(C)c3ncc(C(F)(F)F)cc3Cl)c2=O)cc1 | 5 | 7% | -2%[12.7 µM] | -2% | i | 27% | 2% | 13% | -7%
O=C(Nc1cc(Cl)ccc1-n1cncn1)c1ccccc1OC(F)F | -2 | 14% | 9% | 1% | 7% | 13% | -16% | -3% | 3%
COCCOC(=O)C1=C(C)Nc2ncnn2C1c1ccc(F)cc1 (stereo unspecified) | -2 | -3% | 15%[12.7 µM] | 8% | -1% | 11% | ? | 24% | 0%
COc1ccc(N2CCN(S(=O)(=O)CCNC(=O)C3CC3)CC2)cc1 | -1 | -20% | ? | 13% | i | 16% | -14% | 6% | -3%
O=C(NCc1nc(-c2ccc(C(F)(F)F)cc2)no1)Nc1ccc(F)cc1F | -3 | -2% | 1% | 9% | -11% | 41%[activator] | 1% | -7% | -8%
Cc1cc(C)c2nc(-c3ccccn3)cc(C(=O)Nc3cc(C)on3)c2c1 | -7 | -1% | 1%[59 µM] | 4% | -2% | 36% | -15% | -12% | 8%
O=C(NC(=O)c1ccc(C(F)(F)F)cc1)Nc1ccc(-c2cnco2)cc1 | -2 | -2% | 3% | -3% | 6% | 19% | -6% | 2% | 4%
COc1ccccc1N1CCN(S(=O)(=O)c2c(C)sc3ncn(CC(=O)Nc4ccc(C(C)C)cc4)c(=O)c23)CC1 | -1 | 3% | -32%[59 µM] | -9% | 12% | 23% | -7% | -1% | -1%
CC(C)OC(=O)Cn1c(=O)sc2ccccc21 | 1 | 7% | ? | 14% | 1% | 14% | -15% | 21% | -2%
CC/C(C)=C1/NC(=O)NC1=O | -5 | / | / | 5% | -9% | 4% | -10% | 0% | 4%
O=C(Nc1cccc2ccccc12)N1CC=C(c2ccccc2)CC1 | 3 | 1% | 45µM* | -1% | -1% | 16% | -17% | 9% | 3%

5 entries picked at random from those above, as already listed:
SMILES | PI4K2A inh | BAZ2B inh | G9a block | ERG Ets-DNA blk | PGK inhibitor | HP1b binding inh | JMJD2A Tudor | GLS inh | Pin1 inh
COCCOC(=O)C1=C(C)Nc2ncnn2C1c1ccc(F)cc1 (stereo unspecified) | -2 | -3% | 15%[12.7 µM] | 8% | -1% | 11% | ? | 24% | 0%
O=C(Nc1cccc2ccccc12)N1CC=C(c2ccccc2)CC1 | 3 | 1% | 45µM* | -1% | -1% | 16% | -17% | 9% | 3%
CC/C(C)=C1/NC(=O)NC1=O | -5 | / | / | 5% | -9% | 4% | -10% | 0% | 4%
O=C(Nc1cc(Cl)ccc1-n1cncn1)c1ccccc1OC(F)F | -2 | 14% | 9% | 1% | 7% | 13% | -16% | -3% | 3%
Cc1cc(C)c2nc(-c3ccccn3)cc(C(=O)Nc3cc(C)on3)c2c1 | -7 | -1% | 1%[59 µM] | 4% | -2% | 36% | -15% | -12% | 8%

(continued)
SMILES | PI4K2A inh | BAZ2B inh | G9a block | ERG Ets-DNA blk | PGK inhibitor | HP1b binding inh | JMJD2A Tudor | GLS inh | Pin1 inh
O=C(N/N=C/c1cccc([N+](=O)[O-])c1)c1cccc2cc[nH]c12 | 1 | -18% | 10% | -7% | 2% | 11% | -10% | 7% | -4%
COc1cccc(Cn2c(=O)n(CC3CCC(C(=O)NC(C)C)CC3)c(=O)c3sccc32)c1 (stereo unspecified) | -2 | -3% | 5%[59 µM] | 3% | i | 24% | -12% | 2% | 6%
COc1ccc(CNS(=O)(=O)c2ccc3c(c2)N(C)CCO3)cc1 | 4 | ? | -18% | 6% | -12% | 5% | -34% | 9% | -12%
COc1ccc(CC(=O)N(Cc2ccccc2)c2ccccc2)cc1S(=O)(=O)N1CCOCC1 | 2 | -8% | / | 0% | 6% | 6% | -15% | 0% | -2%

Random draw from the library; any-hit rate near 11%.
